Rev-erbA mod: modulators of human Rev-erb alpha DNA binding; P20393; Rev-erbα–FITC-DNA binding, fluorescence polarization, 90 min; activity, % at 10 µM; hit rate 0.79% among 370,000;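 active = activity above about 14%, limit read from the data; passing the limit was not always enough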;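 also: 0% = DMSO wells with 35 nM protein and 100% = DMSO wells with 750 nM protein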
ARFGAP1 inh: inhibits rat ARF GTPase activating protein 1; Q62848; Arfgap1-stimulated ARF1 GTP hydrolysis, GDP FP detection; inhibition, % at 16.5 µM; hit rate 0.26% among 360,000; AID 651572;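 active = inhibition above a per-plate limit, mean inhibition of low control wells plus 3 SD, cut at about 25% in these data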;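 also: 0% = DMSO wells with enzyme and 100% = wells lacking Arfgap1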
Target sequence (Q62848 1-136 limits assumed): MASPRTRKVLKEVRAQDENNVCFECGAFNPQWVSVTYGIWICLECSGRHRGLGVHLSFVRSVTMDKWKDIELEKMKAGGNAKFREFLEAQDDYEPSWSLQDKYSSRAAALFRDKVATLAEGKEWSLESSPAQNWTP
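Material – truncated rat Arfgap1 GAP domain · Buffer or medium – HEPES-based buffer, pH 7.5 · Reagent – human ARF1(Δ1-17)-GTP substrate · Dosing – 16.5 µM single point, 1.26% DMSO · Schedule – GTP hydrolysis reaction 2 h at 25 °C · Technique – GDP detection by fluorescence polarization · Benchmarks – No-Arfgap1 wells (100%) versus DMSO full-reaction wells (0%) · Repeats – single replicate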
rCAG binder: r(CAG) repeat RNA binding. inhibition, % at 3 µM. TO-PRO-1 dye displacement fluorescence. hit rate 1.3% among 370,000;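 active = inhibition above the plate cutoff, the mean of all test compounds on that plate plus 3 SD, cut at about 35% in these data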;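 also: 0% = DMSO alone and 100% = 100 µM mitoxantrone as full dye displacement; higher means more dye released from RNA so lower well fluorescence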
SMARCA2 act: SMARCA2 function activation, primary screen; AID 652017; MG213 cells, MMTV-luciferase reporter, dexamethasone, overnight; hit rate 1% among 370,000; activation, % at 9.1 µM; in the data active = activation above about 7.8%;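 also: 0% = vehicle wells and 100% = reference activator wells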
ASAP1 inh: blocks human ASAP1-stimulated Arf1 GTP hydrolysis | GDP FP detection | inhibition, % at 16.5 µM | AID 624377 | Q9ULH1 | hit rate 0.19% among 360,000; in the data active = inhibition above about 25%;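 also: 0% = vehicle with enzyme and substrate and 100% = no enzyme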
Target sequence (Q9ULH1 325-724 limits assumed): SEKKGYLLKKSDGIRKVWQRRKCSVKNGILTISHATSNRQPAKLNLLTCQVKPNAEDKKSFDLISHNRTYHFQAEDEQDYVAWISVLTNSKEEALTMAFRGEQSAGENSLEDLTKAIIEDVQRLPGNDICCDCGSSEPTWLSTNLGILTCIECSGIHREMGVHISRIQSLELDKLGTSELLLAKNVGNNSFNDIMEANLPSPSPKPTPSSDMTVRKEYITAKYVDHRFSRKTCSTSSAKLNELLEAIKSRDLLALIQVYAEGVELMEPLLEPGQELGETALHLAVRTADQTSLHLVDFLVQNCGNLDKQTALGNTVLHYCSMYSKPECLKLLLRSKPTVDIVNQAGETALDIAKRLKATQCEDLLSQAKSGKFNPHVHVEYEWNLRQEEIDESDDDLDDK
PG9 binder: binds the HIV-1 gp120 antibody PG9. inhibition, % at 6.7 µM. TR-FRET gp120-PG9 antibody binding. AID 624416. hit rate 0.43% among 360,000; in the data active = inhibition above about 8.5%
GC-B act: GC-B (human) receptor activation | activation, % at 10 µM | HEK293-GC-B cells, CNP EC30, cGMP TR-FRET; 0% at EC30 CNP, 100% saturating CNP | P20594 | hit rate 0.11% among 370,000;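 active = activation at 10 µM reaching about 35% in either raw or pattern-adjusted values, limit read from the data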
HTRA1 inh: blocks human HTRA1 serine peptidase; recombinant HTRA1, FP-rhodamine activity-based probe, fluorescence polarization; inhibition, % at 5.96 µM; hit rate 0.5% among 340,000; AID 504803; in the data active = inhibition above about 36%;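 also: 0% = enzyme with DMSO and 100% = wells lacking enzyme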
GC-A act: GC-A (human) enzyme activation; P16066; HEK293 GC-A cells, cGMP TR-FRET, EC30 ANP; 0% at EC30 ANP, 100% saturating ANP; activation, % at 10 µM; hit rate 0.14% among 370,000; AID 1671463; in the data active = activation above about 40%
ABHD4 inh: inhibits mouse alpha/beta hydrolase domain 4; inhibition, % at 8.92 µM; AID 720543; hit rate 0.54% among 370,000; Q8VD66; purified mABHD4, FP-Rh probe fluorescence polarization;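 active = inhibition exceeding the mean over every tested compound plus 3 SD, cut at about 30% in these data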;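 also: 0% = plate median of compound wells and 100% = S159A mutant with DMSO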
Target sequence (Q8VD66 whole entry, looked up, the tested form may be a part): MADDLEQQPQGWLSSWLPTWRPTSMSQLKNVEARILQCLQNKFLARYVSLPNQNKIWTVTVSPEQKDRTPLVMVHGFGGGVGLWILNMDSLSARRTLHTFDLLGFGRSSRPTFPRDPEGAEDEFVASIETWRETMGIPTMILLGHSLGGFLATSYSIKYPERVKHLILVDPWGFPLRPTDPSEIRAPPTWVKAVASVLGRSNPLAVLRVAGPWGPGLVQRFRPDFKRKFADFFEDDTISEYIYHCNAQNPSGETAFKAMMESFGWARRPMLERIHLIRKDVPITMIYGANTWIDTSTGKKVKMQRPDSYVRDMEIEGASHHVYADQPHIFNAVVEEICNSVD
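Test system: mABHD4 protein | Buffer or medium: HEPES pH 7.0 buffer, 150 mM NaCl, 0.01% Pluronic F-127 | Probe or stimulus: FP-Rh fluorescent activity-based probe, added after compound pre-incubation | Timing: Pre-incubation 45 min, probe exposure 60 min, at 25 °C | Technique: Fluorescence polarization, excitation 525 nm, emission 598 nm, BODIPY TMR filters | Repeats: Single well per compound (singlicate)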
Starred values were filed as active, the others as inactive; . = no result given.

Results follow in this order: Rev-erbA mod	ARFGAP1 inh	rCAG binder	SMARCA2 act	ASAP1 inh	PG9 binder	GC-B act	HTRA1 inh	GC-A act	ABHD4 inh
- COc1ccc(CN(Cc2ccco2)S(=O)(=O)c2ccc(S(=O)(=O)N3CCCC3)cc2)cc1
 : 0	-1	-2	-1	5	-0.2	-7	0	-1	-5
- O=C(CSc1nnc(NC(=O)c2ccccc2F)s1)NCc1ccco1
 : -1	1	4	3	-6	-1.9	1	2	-1	-4
- CCCc1nc2c(C)cc(C)cc2c(N)c1CC
 : 4	11	10	2	11	0.6	14	-3	19	9
- COc1ccc(Cl)cc1N(C)C(=O)CCc1nc(-c2ccc(C)cc2)no1
 : 6	-3	-6	-1	-3	0.3	-3	-22	-2	-8
- COc1cc(N=Nc2ccc3ccccc3c2)ccc1O
 : -7	-8	19	3	2	-1.4	-12	17	1	15
- CC(C)C[C@H](NC(=O)N1CC(=O)Nc2ccccc21)C(=O)N[C@H](C(=O)O)c1ccccc1
 : -2	3	-1	-1	3	0.7	8	-3	1	0
- COCCn1c(SCC(=O)NCc2ccco2)nnc1C(C)C
 : -4	-2	2	-6	3	1.8	2	3	3	2
- O=c1c(Cc2ccc(Cl)cc2)c(O)ccn1Cc1cccc(Cl)c1
 : -10	11	4	0	1	0.3	3	-14	-4	-11
- O=C(COc1ccc(=O)n(-c2ccccc2)n1)Nc1ccccc1
 : -6	-2	2	0	4	-1.4	-4	10	0	-8
- Cc1ccc2c(c1)N(C(=O)CCC(=O)N1CCOCC1)CCO2
 : -6	-14	1	-1	-4	-0.8	-1	-3	2	9
- COc1ccc(C(=O)Cc2nnc(C)s2)cc1
 : 0	10	5	9.1*	8	-1.4	-1	1	2	4
- Cc1ccnc(NC(=O)C2CC(=O)N(Cc3ccccc3)C2)c1 (configuration not stated)
 : 5	-1	-3	0	9	0.3	1	3	-1	-5
- CCOC(=O)c1ccc(-c2c(-c3cc(OC)c(OC)c(OC)c3)noc2C)cc1F
 : -3	17	-7	0	-3	-0.3	-8	-18	-6	-10
- CCOC(=O)c1nn(-c2ccccc2C)c2nc(CC(C)C)c(C#N)c(=O)n12
 : -5	4	0	-3	4	-0.3	-2	7	2	-5
- Cc1nc2c([nH]c3ccc(Br)cc32)s1
 : 0	5	2	1	-8	1.4	-4	-1	-1	2

(more compounds)
Results follow in this order: Rev-erbA mod	ARFGAP1 inh	rCAG binder	SMARCA2 act	ASAP1 inh	PG9 binder	GC-B act	HTRA1 inh	GC-A act	ABHD4 inh
- CCO/C(C)=N/Oc1cc(OC)cc(OC)c1
 : 3	20	1	-4	-14	1.0	-4	.	-1	9
- Cc1c(C(=O)N2CCN(Cc3ccc4c(c3)OCO4)CC2)sc2ncnc(N3CCN(c4ccccc4F)CC3)c12
 : 22*	23	8	-3	18	-0.9	1	-15	1	-4
- CCCC/C=C/c1cccc2nncn12
 : -5	2	1	-1	-13	-1.9	5	.	2	-4
- O=C(O)/C(=C\c1cccc(C(F)(F)F)c1)c1ccc(S(=O)(=O)N2CCCC2)s1
 : -5	-1	36*	-1	6	-2.0	2	-9	-3	2
- O=C(NC(=S)Nc1ccccc1N1CCCCC1)c1ccco1
 : 6	-1	5	-5	-11	-1.9	-2	-22	-1	-8
- COc1cccc(/C=C/C(=O)Nc2cccc(C(C)=O)c2)c1OC
 : 1	0	-4	1	3	-3.9	4	-13	2	-18
- CCOC(=O)c1c(C)[nH]c(C)c1S(=O)(=O)NCC1CCN(Cc2ccccc2OC)CC1
 : -2	1	-8	0	-14	-0.7	-6	3	7	-5
- CCc1nnc2sc(-c3ccc(NC(=O)c4ccco4)cc3)nn12
 : -6	-4	3	0	6	-3.3	7	-7	3	-1
- COc1ccc2c(c1OC)C(=O)OC2C/C(=N\NC(N)=O)c1ccccc1 (configuration not stated)
 : 2	-5	-4	-3	10	0.8	2	-1	-1	-5
- C[C@]12CCC3C(CC[C@H]4CCCC[C@]34C)C1CC[C@@]2(O)CNCCO (some centres not stated)
 : -1	4	8	0	11	0.0	3	-15	7	13
- O=C1CN2C(=Nc3ccc(Br)cc3C2c2ccccc2)CCN1 (configuration not stated)
 : 0	-8	-2	-1	5	0.4	-15	-2	-10	4
- CC1(C(=O)NS(=O)(=O)c2ccc(F)cc2F)CCN1C(=O)Cc1ccc(-c2ccccc2)cc1 (configuration not stated)
 : -4	8	58*	-3	5	-1.1	-2	.	7	-3
- COc1ccc(OC)c(NC(=O)Nc2nnc(N3CCCCC3C)s2)c1 (configuration not stated)
 : 2	-3	5	-4	11	0.6	-8	0	-2	8
- CC(C)CC(=O)N1CCN(Cc2ccc(Cl)cc2)CC1
 : 0	9	-6	-3	4	-0.8	-1	5	-1	11
- CCOc1ccc(N2C(=O)CC(Sc3nc(-c4cccs4)cc(C(F)(F)F)c3C#N)C2=O)cc1 (configuration not stated)
 : 1	1	54*	-2	-9	1.4	0	-16	-4	-6

Quoted at random: two entries already listed
Results follow in this order: Rev-erbA mod	ARFGAP1 inh	rCAG binder	SMARCA2 act	ASAP1 inh	PG9 binder	GC-B act	HTRA1 inh	GC-A act	ABHD4 inh
- COc1ccc2c(c1OC)C(=O)OC2C/C(=N\NC(N)=O)c1ccccc1 (configuration not stated)
 : 2	-5	-4	-3	10	0.8	2	-1	-1	-5
- Cc1c(C(=O)N2CCN(Cc3ccc4c(c3)OCO4)CC2)sc2ncnc(N3CCN(c4ccccc4F)CC3)c12
 : 22*	23	8	-3	18	-0.9	1	-15	1	-4

(further entries)
mol | Rev-erbA mod | ARFGAP1 inh | rCAG binder | SMARCA2 act | ASAP1 inh | PG9 binder | GC-B act | HTRA1 inh | GC-A act | ABHD4 inh
CCOC(=O)/C=C/C(=O)OCC(=O)Nc1ccc(OC)c(Cl)c1 | -2 | 5 | -4 | 6 | 7 | -0.6 | -2 | 3 | 0 | -3
CC(=O)N(Cc1ccccn1)Cc1ccco1 | -4 | 3 | 0 | 0 | 4 | -1.9 | -2 | -7 | 5 | 0
Cc1cc(C)cc(-n2ncc3c2CCCC3NC(=O)c2ccccc2)c1 (configuration not stated) | -10 | -1 | 1 | -3 | 12 | 1.2 | -1 | -14 | -10 | -3
COC(=O)NNC(=S)Nc1cc(OC)ccc1OC | -2 | 3 | -1 | -2 | -7 | -1.3 | -2 | 14 | 0 | -4
CCC(C)NC(=O)C(Cc1ccccc1)NS(=O)(=O)c1ccc2c(c1)oc(=O)n2C (configuration not stated) | 3 | -7 | -2 | 0 | 3 | -0.9 | 1 | -1 | 5 | -2
COc1ccc(NC(=O)c2ccccc2Sc2ccc(NC(C)=O)nc2)cc1 | 5 | -3 | 2 | -1 | 4 | -2.2 | -3 | -4 | -2 | 1
CCOC(=O)c1cc2c(=O)n3ccccc3nc2n(C(C)C)c1=NC(=O)c1ccco1 | -3 | -8 | -6 | 6 | 9 | -0.7 | 3 | 3 | 15 | 2
COc1ccc(N/C=C2\C(=O)c3c(sc(C)c3C)N(C)S2(=O)=O)cc1 | 78* | 1 | -1 | -1 | 0 | -1.3 | -4 | 1 | 0 | -2
Cc1cccc(C(=O)NC2CCCc3ccccc32)c1 (configuration not stated) | 2 | 6 | -4 | -2 | -8 | 0.5 | -1 | . | -1 | -2
CCON1C(=O)C(C)(C)N(OCC)C(=O)C1(C)C | 5 | 6 | -2 | -1 | 9 | 1.6 | -9 | 8 | 3 | -1
COCCCNC(=O)C1CCN(C(=O)Nc2ccc(Cl)cc2)CC1 | 2 | 6 | 2 | 0 | -2 | 0.2 | 3 | 7 | 3 | 3
CC(C)Cc1nnc(NC(=O)CCC(=O)NC2CCCCCCC2)s1 | 5 | 3 | -5 | 2 | -3 | 1.4 | -7 | -1 | 4 | -1

(further entries)
mol | Rev-erbA mod | ARFGAP1 inh | rCAG binder | SMARCA2 act | ASAP1 inh | PG9 binder | GC-B act | HTRA1 inh | GC-A act | ABHD4 inh
CN(C)CCCNc1cc(-c2ccccc2)nc2cc(-c3cccc(F)c3)nn12 | 4 | -3 | 9 | -1 | 11 | 0.7 | -17 | -5 | -5 | 14
CC1(C(=O)Nc2ccc3c(c2)OCO3)Cc2c(-c3cccc(C(N)=O)c3)ccnc2O1 (configuration not stated) | 3 | -3 | 2 | -2 | -5 | -1.1 | -2 | . | -6 | -2
Nc1ccc(C(=O)CC(=O)Nc2ccc(Cl)cc2)cc1 | -1 | -7 | 9 | 2 | 9 | -0.7 | -2 | -2 | 6 | -4
CCN(CC)S(=O)(=O)c1ccc(N2CCCCC2)c(NC(=O)C2CSC3(C)CCC(=O)N23)c1 (configuration not stated) | 31* | 12 | 3 | -2 | -1 | 0.2 | 9 | -9 | 6 | 40*
Cn1nc(-c2ccccc2)c(C#N)c1Sc1cccc(Cl)c1 | 1 | 2 | -2 | 1 | 3 | -0.9 | 0 | -31 | -6 | -19
Cc1csc(Sc2ccc(C(=O)OCC(=O)Nc3ccc(OC(F)(F)F)cc3)cc2[N+](=O)[O-])n1 | -3 | 3 | 3 | -3 | 3 | -2.4 | -1 | 2 | 0 | 0
CCc1nc2c(oc3ccccc32)c(=O)[nH]1 | -3 | -1 | 1 | 2 | -6 | 1.9 | -3 | 0 | 16 | 4
Cc1cccc(C(C(C(=O)c2ccccc2)N2CCOCC2)N2CCOCC2)c1 (configuration not stated) | 1 | 1 | 4 | -3 | -3 | 0.0 | -11 | -2 | -27 | -9
Cn1ccnc1SCCNC(=O)CCc1nnc(CCc2ccccc2)o1 | 2 | -5 | -1 | -2 | 2 | -1.2 | -1 | -4 | 1 | 3
O=C(Nc1ccc(N2CCCCC2)cc1)C1CCCN1S(=O)(=O)c1ccc(F)cc1 (configuration not stated) | -4 | 1 | 1 | 0 | -5 | -0.9 | 4 | 14 | 2 | 6
O=C1c2ccccc2C(c2nnnn2-c2ccc3ccccc3c2)N1C1CC1 (configuration not stated) | -3 | -4 | 1 | -4 | 0 | -0.5 | 2 | . | -1 | 5

Structures above containing a furan ring, fused or not (eight):
mol | Rev-erbA mod | ARFGAP1 inh | rCAG binder | SMARCA2 act | ASAP1 inh | PG9 binder | GC-B act | HTRA1 inh | GC-A act | ABHD4 inh
COc1ccc(CN(Cc2ccco2)S(=O)(=O)c2ccc(S(=O)(=O)N3CCCC3)cc2)cc1 | 0 | -1 | -2 | -1 | 5 | -0.2 | -7 | 0 | -1 | -5
O=C(CSc1nnc(NC(=O)c2ccccc2F)s1)NCc1ccco1 | -1 | 1 | 4 | 3 | -6 | -1.9 | 1 | 2 | -1 | -4
COCCn1c(SCC(=O)NCc2ccco2)nnc1C(C)C | -4 | -2 | 2 | -6 | 3 | 1.8 | 2 | 3 | 3 | 2
O=C(NC(=S)Nc1ccccc1N1CCCCC1)c1ccco1 | 6 | -1 | 5 | -5 | -11 | -1.9 | -2 | -22 | -1 | -8
CCc1nnc2sc(-c3ccc(NC(=O)c4ccco4)cc3)nn12 | -6 | -4 | 3 | 0 | 6 | -3.3 | 7 | -7 | 3 | -1
CC(=O)N(Cc1ccccn1)Cc1ccco1 | -4 | 3 | 0 | 0 | 4 | -1.9 | -2 | -7 | 5 | 0
CCOC(=O)c1cc2c(=O)n3ccccc3nc2n(C(C)C)c1=NC(=O)c1ccco1 | -3 | -8 | -6 | 6 | 9 | -0.7 | 3 | 3 | 15 | 2
CCc1nc2c(oc3ccccc32)c(=O)[nH]1 | -3 | -1 | 1 | 2 | -6 | 1.9 | -3 | 0 | 16 | 4

High-throughput results from PubChem.
